# From PubChem BioAssay
# Tau fibril ThT: qHTS for Inhibitors of Tau Fibril Formation, Thioflavin T Binding; Microtubule-associated protein tau (Homo sapiens), P10636; recombinant tau K18 P301L, heparin-induced fibrillization, ThT fluorescence; Potency, µM (titrated, usually from 57.4 µM), inactives show top-dose activity, negative = inhibition, actives largely listed as inhibitors; actives 2.1% (n = 270,000); also: % is scaled to controls: 0 for no effect and ±100 for the full control effect; nearly all actives have a fitted effect of over 55% in size
# Target sequence (P10636 561-689 P618L limits assumed): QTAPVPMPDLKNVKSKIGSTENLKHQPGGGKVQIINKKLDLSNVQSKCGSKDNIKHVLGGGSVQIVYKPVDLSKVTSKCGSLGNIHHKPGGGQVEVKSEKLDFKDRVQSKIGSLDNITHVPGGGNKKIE
#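 Aggregation was driven by heparin (20 uM final) acting on recombinant tau […] bearing P301L in 100 mM sodium acetate pH 7; fibrils were detected with Thioflavin T.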
# TexasRed fluor: Total Fluorescence Counterscreen for Inhibitors of the Interaction of Thyroid Hormone Receptor and Steroid Receptor Coregulator 2 | AID 1479, 2009 | Potency, µM (doses to about 106 µM), for inactives: at the top dose fluorescence change, negative = quenching | actives 0.29% (n = 280,000) | TRb/SRC2 Texas Red total fluorescence interference; active = well fitted curve in either direction with a large enough effect; inconclusive = small, poorly fitted or top-dose-only effect; also: % is scaled to controls: 0 for no effect and ±100 for the full control effect
#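 Flags fluorescent or light-absorbing compounds by total fluorescence, S + 2P, at 555 nm excitation and 632 nm emission. Mixture: 20 nM Texas Red SRC2 peptide, 0.6 uM human TRb LBD, 1 uM T3, 5% DMSO; compound exposure 5 h at ambient temperature.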
# L3MBTL1 block: qHTS Assay for the Inhibitors of L3MBTL1; Lethal(3)malignant brain tumor-like protein 1 (Homo sapiens), Q9Y468; Potency, µM (highest dose often 57.1 µM), for inactives: at the top dose activity, negative = inhibition, actives largely listed as inhibitors; actives 0.66% (n = 230,000); AID 485360, 2010; AlphaScreen L3MBTL1–H3K9me1 peptide binding; also: % is scaled to controls: 0 for no effect and ±100 for the full control effect; nearly all actives have a fitted effect of over 60% in size
# Target sequence (Q9Y468 whole entry, looked up): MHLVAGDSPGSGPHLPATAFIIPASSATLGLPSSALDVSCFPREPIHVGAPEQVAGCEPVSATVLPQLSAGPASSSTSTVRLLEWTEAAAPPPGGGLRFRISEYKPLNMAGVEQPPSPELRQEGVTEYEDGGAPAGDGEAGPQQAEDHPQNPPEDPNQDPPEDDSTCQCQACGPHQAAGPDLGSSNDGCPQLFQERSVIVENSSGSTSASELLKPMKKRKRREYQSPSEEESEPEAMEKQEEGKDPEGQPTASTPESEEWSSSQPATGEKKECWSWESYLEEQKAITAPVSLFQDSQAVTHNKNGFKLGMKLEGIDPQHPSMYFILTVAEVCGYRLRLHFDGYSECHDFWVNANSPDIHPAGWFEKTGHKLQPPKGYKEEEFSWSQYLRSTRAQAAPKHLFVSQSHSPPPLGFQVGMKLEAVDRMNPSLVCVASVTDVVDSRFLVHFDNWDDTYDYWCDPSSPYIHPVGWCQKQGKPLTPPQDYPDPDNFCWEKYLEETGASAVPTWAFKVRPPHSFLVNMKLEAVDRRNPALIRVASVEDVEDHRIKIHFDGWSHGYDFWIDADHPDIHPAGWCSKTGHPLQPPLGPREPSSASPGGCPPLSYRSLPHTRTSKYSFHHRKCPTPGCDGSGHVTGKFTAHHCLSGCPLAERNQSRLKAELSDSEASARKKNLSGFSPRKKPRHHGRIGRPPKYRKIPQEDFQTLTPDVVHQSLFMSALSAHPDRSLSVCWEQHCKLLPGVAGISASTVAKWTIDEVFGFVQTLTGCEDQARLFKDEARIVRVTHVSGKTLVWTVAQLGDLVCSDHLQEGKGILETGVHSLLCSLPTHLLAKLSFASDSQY
#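 Read-out is AlphaScreen signal from streptavidin donor and nickel chelate acceptor beads (10 ug/mL final each) bridging L3MBTL1 (50 nM) and biotinylated K9-monomethylated H3(1-15) peptide (75 nM), after 30 min compound exposure at room temperature.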
# RECQ1 helicase: qHTS Assay for Inhibitors of RecQ-Like Dna Helicase 1 (RECQ1); RECQ1 DNA unwinding, red fluorescence kinetic read; Potency, µM (doses to about 57.3 µM), inactives show at the highest dose activity, negative = inhibition, hits mostly inhibitors; actives 0.54% (n = 240,000); AID 2549, 2010;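 also: plate controls were vehicle for no effect and no enzyme for full effect; nearly all actives have a fitted effect of over 30% in size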
#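 RECQ1T1 50 nM; forked duplex (20 bp + 30-nt ss tails) 200 nM, ATP 2 mM final; pH 8.0, 2 mM MgCl2, 2.5 ug/ml poly(dI-dC); 15 min compound preincubation; discontinuous kinetic read over 2 h at RT.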
# Tau FP inhib: qHTS for Inhibitors of Tau Fibril Formation, Fluorescence Polarization. Microtubule-associated protein tau (Homo sapiens), P10636. K18 P301L tau heparin fibrillization, Alexa594 FP, 6 h. Potency, µM (highest dose often 57.7 µM), for the others: at the top dose activity, negative = inhibition, most hits filed as inhibitors. actives 0.39% (n = 280,000). AID 1468, 2008; also: % is scaled to controls: 0 for no effect and ±100 for the full control effect; nearly all actives have a fitted effect of over 55% in size
#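 Recombinant K18 P301L […], labeled with Alexa 594 at 0.24 uM over 15 uM unlabeled; heparin inducer 20 uM final; 37 C, 6 hr; FP endpoint.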
# HTT cytoprotect: qHTS Multiplex Assay to Identify Dual Action Probes in a Cell Model of Huntington: Cytoprotection (ATP). PC12 HTT-Q103 induced, cytoprotection, ATP luminescence, 40 h. Potency, µM (series often up to 56.4 µM), without a hit: cytoprotection (ATP increase), most hits filed as activators. actives 0.14% (n = 230,000). AID 1471, 2008;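 also: % of control where 0% means no effect; nearly all actives have a fitted effect of over 45% in size; toxic huntingtin expression switched on by the ecdysone agonist tebufenozide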
#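 Cells were plated at 1500 per well in phenol red-free DMEM with 5% equine and 5% calf serum. Tebufenozide (100 nM final) and compounds were added, then ATPlite reagent, and luminescence was read.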
# TRb SRC2 PPI: qHTS for Inhibitors of the Interaction of Thyroid Hormone Receptor and Steroid Receptor Coregulator 2. Potency, µM (doses to about 106 µM), without a hit: at the highest dose activity change, negative = inhibition, actives largely listed as inhibitors. AID 1469, 2008. TRbeta-SRC2 peptide binding, fluorescence polarization; receptor liganded with 1 µM T3. actives 0.065% (n = 280,000). Thyroid hormone receptor beta (Homo sapiens), P10828;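 also: plate controls were bound peptide for no effect and peptide without receptor for full effect; nearly all actives have a fitted effect of over 50% in size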
#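 Assay buffer: 20 mM Tris-HCl, 100 mM NaCl, 10% glycerol, 1 mM EDTA, 0.01% NP-40, 1 mM DTT, 1 uM T3, 5% DMSO; TRb LBD 0.6 uM, Texas Red SRC2 20 nM; FP after 5 hr.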
# Tau fluor cs: Counterscreen qHTS for Inhibitors of Tau Fibril Formation, Fluorescence Polarization. tau K18 P301L Alexa594 fluorescence, heparin fibrillization. Potency, µM (doses to about 57.7 µM), without a hit: at the top dose activity change, negative = decrease. actives 0.93% (n = 280,000). AID 1463, 2008; also: % is scaled to controls: 0 for no effect and ±100 for the full control effect; nearly all actives have a fitted effect of over 55% in size
#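 Human tau K18 P301L (15 uM unlabeled, 0.24 uM Alexa 594-labeled) in 100 mM sodium acetate pH 7 with 20 uM heparin, 6 hr at 37 C. ThT 30 uM added, 1 hr ambient; Alexa 594 FP and total fluorescence read at 555/632 nm.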
# The depositor's hits bear a star; i = inactive; ? = inconclusive; / = no result given; [ ] = another dose, or the depositor's remark. Unless noted, calls follow the shape of the dose curve; as a rule, active = well fitted curve in the direction sought with a large enough effect; inconclusive = small, poorly fitted or top-dose-only effect, or another doubt; inactive = no such curve, though single readings can be large; an effect the other way counts as inactive or inconclusive. Potency is read from the fitted curve at half-maximal effect. The list is partial, so the mix of outcomes need not match the whole.
# Screens in order – HTT cytoprotect | RECQ1 helicase | L3MBTL1 block | TRb SRC2 PPI | Tau FP inhib | Tau fluor cs | Tau fibril ThT | TexasRed fluor
CCOC(=O)c1c(C)[nH]c(C)c1S(=O)(=O)NCC(=O)Nc1cc(Cl)ccc1OC
 : / | / | / | -3.5% | -8.1% | -13.3% | 5.7% | -0.8%
CCOC(=O)C(NC(=O)NC1CCCCC1)(c1ccccc1)C(F)(F)F (configuration not stated)
 : 7.2% | i | / | 0.2% | ? | -8.1% | -2.8% | -0.5%
CCOC(=O)Cc1nnc(Nc2ccc(C)cc2C)c2ccccc12
 : / | 0.4% | 3.6% | -1.2% | 0.3% | 1.9% | -3.1% | 0.8%
O=C(NCc1ccc(Cl)cc1)c1ccc2c(c1)N(Cc1ccccc1F)C(=O)c1ccccc1S2=O (configuration not stated)
 : / | / | / | -2.5% | -14.9% | -21.8% | 5.6% | 3.7%
COc1ccc(CCNC(=O)CSc2ncnc3c2oc2ccccc23)cc1OC
 : -17.1% | -4.9% | -2.7% | -9.2% | -6.2% | -2.8% | -6.3% | -1.1%
CCNc1ccc(C(=O)N/N=C/c2c(C)nn(-c3ccccc3)c2N2CCCC2)cc1[N+](=O)[O-]
 : -15.7%[10 µM] | -7.7% | -14.8% | -1.3% | 13.2% | -16.8% | ? | -0.3%
CCOc1cc(C(=O)OCC(=O)NCc2ccco2)cc(OCC)c1OCC
 : 8.4%[10 µM] | -5.8% | ? | -0.2% | -6.5% | -6.3% | -5.2% | -0.5%
O=C(C(c1ccccc1)c1ccccc1)N1CCN(Cc2ccc(Br)cc2)CC1
 : -0.6% | 1.6% | / | 0.5% | 6.2% | -12.4% | -17.7% | 1.4%
COc1ccccc1N(CC(O)Cn1c(C)nc2ccccc21)S(=O)(=O)c1ccccc1 (configuration not stated)
 : 4.5%[10 µM] | 3.9% | 2.3% | -11.8% | -0.4% | 2.3% | 0.9% | -0.6%
O=C(Nc1ccc2c(c1)OCO2)C1CCN(c2ccc(S(=O)(=O)N3CCOCC3)cc2)CC1
 : -6.5% | i | 0.6% | -11.3% | -1.5% | -15.1% | -7.4% | 1.4%
CC(C)C12CCC(C(=O)O)C(C1)C(=O)O2 (configuration not stated)
 : -15.2% | -3.5% | -15.8% | -4.8% | 3.2% | 5.3% | -0.5% | 1.8%
CCN(CC)CCCNC(=O)CCC(=O)Nc1ccc2nc(N3CCC(C)CC3)cc(C)c2c1
 : -14.9% | 6.5% | / | -3.6% | 9.7% | -20.0% | -13.9% | -2.4%
CCOc1ccc(Cl)cc1CNCCCSc1nnnn1C
 : / | / | / | 0.3% | -0.3% | -3.5% | -1.9% | 4.8%
NC(=O)C1CCN(c2ncnc3c2cnn3-c2cccc(Cl)c2)CC1
 : / | / | / | 11.5% | -3.5% | -8.7% | -1.6% | -0.6%
COc1ccc(OCc2nnc3n2N=C(c2ccc(Br)cc2)CS3)cc1
 : -37.3% | -14.8% | -4.8% | -2.4% | 5.0% | -4.9% | -15.2% | -3.7%
Cc1nc(-c2ccccc2)sc1C(=O)NN
 : 4.9%[10 µM] | -3.2% | 16.9% | -3.1% | ? | -8.9% | -10.8% | -3.5%
CCN1CCN(Cc2ccc(NC(=O)c3cc(NC(=O)c4ccno4)cc(OC)c3)cc2C(F)(F)F)CC1
 : -3.9%[10 µM] | i | / | -3.1% | -16.2% | -13.3% | 14.4% | -0.5%
O=c1c2ccccc2nc2n1C(CBr)CS2 (configuration not stated)
 : -13.6% | i | -1.0%[11.4 µM] | -3.6% | ? | -7.1% | ? | -5.3%
CCOC(=O)c1ccc(-n2c(CN3CCOCC3)nc3ccc([N+](=O)[O-])cc3c2=O)cc1
 : -15.8% | -1.9% | / | -6.6% | 4.4% | -4.8% | -4.9% | -0.8%
O=C1OCC2=C1C(c1ccccc1)CC(=O)N2c1ccc(F)cc1 (configuration not stated)
 : -6.3% | -15.6% | -20.6% | 7.1% | -17.0% | -9.3% | -4.7% | -0.8%
CCOC(=O)c1cnc2c(C)c(C)ccc2c1Nc1ccc(S(=O)(=O)Nc2ncccn2)cc1
 : -12.0%[10 µM] | 4.4% | -1.4% | -16.8% | -2.1% | -7.0% | 2.0% | -2.9%
COc1ccc(-n2nnc3c(SCc4ccccc4)ncnc32)cc1
 : -9.5% | -6.2% | 8.2% | -4.0% | -13.3% | ? | -26.1% | -1.3%
O=C(CC1NCCNC1=O)OCCCc1ccccc1 (configuration not stated)
 : 34.4% | -4.0% | -2.6% | 5.9% | 7.8% | 5.3% | -1.8% | -0.2%
COCCNC(=O)CSc1nc2cc3c(cc2c(=O)n1CCCCCC(=O)NCCc1ccc(OC)c(OC)c1)OCO3
 : / | / | / | 3.7% | -1.6% | -1.7% | 2.2% | -1.7%
NC1=NC(=O)C(Cc2ccccc2)S1 (configuration not stated)
 : 18.4%[10 µM] | 2.2% | 1.1% | -5.4% | 5.4% | 3.8% | 1.8% | -0.5%
COc1ccc(OC)c(NC(=O)CN2C(=O)CC(C)Sc3ccccc32)c1 (configuration not stated)
 : / | / | / | 4.0% | 0.0% | -13.4% | -12.5% | 4.5%
Cc1c(NC(=O)/C(C#N)=C/c2ccc(-c3ccccc3Cl)o2)c(=O)n(-c2ccccc2)n1C
 : ? | -7.5% | -3.8% | 3.9% | 7.6% | -9.8% | ? | -3.8%
CCCOC(=O)C1=C(C)NC2=C(C(=O)CC(C)(C)C2)C1c1cccnc1 (configuration not stated)
 : 6.5%[10 µM] | -14.2% | 9.6% | 4.8% | 7.7% | 0.9% | 1.7% | -5.1%
CCCOc1ccc(C2C(C(=O)c3ccc(C)o3)=C(O)C(=O)N2Cc2cccnc2)cc1 (configuration not stated)
 : -1.4%[0.074 µM] | -7.9% | 3.0% | 4.6% | 1.6% | -0.2% | -7.7% | 3.3%

# Ordered by count of non-hydrogen atoms (smallest number first): eight of the compounds above
# Screens in order – HTT cytoprotect | RECQ1 helicase | L3MBTL1 block | TRb SRC2 PPI | Tau FP inhib | Tau fluor cs | Tau fibril ThT | TexasRed fluor
Cc1nc(-c2ccccc2)sc1C(=O)NN
 : 4.9%[10 µM] | -3.2% | 16.9% | -3.1% | ? | -8.9% | -10.8% | -3.5%
COc1ccc(-n2nnc3c(SCc4ccccc4)ncnc32)cc1
 : -9.5% | -6.2% | 8.2% | -4.0% | -13.3% | ? | -26.1% | -1.3%
CCOC(=O)C(NC(=O)NC1CCCCC1)(c1ccccc1)C(F)(F)F (configuration not stated)
 : 7.2% | i | / | 0.2% | ? | -8.1% | -2.8% | -0.5%
CCOc1cc(C(=O)OCC(=O)NCc2ccco2)cc(OCC)c1OCC
 : 8.4%[10 µM] | -5.8% | ? | -0.2% | -6.5% | -6.3% | -5.2% | -0.5%
CCOC(=O)c1c(C)[nH]c(C)c1S(=O)(=O)NCC(=O)Nc1cc(Cl)ccc1OC
 : / | / | / | -3.5% | -8.1% | -13.3% | 5.7% | -0.8%
COc1ccc(CCNC(=O)CSc2ncnc3c2oc2ccccc23)cc1OC
 : -17.1% | -4.9% | -2.7% | -9.2% | -6.2% | -2.8% | -6.3% | -1.1%
Cc1c(NC(=O)/C(C#N)=C/c2ccc(-c3ccccc3Cl)o2)c(=O)n(-c2ccccc2)n1C
 : ? | -7.5% | -3.8% | 3.9% | 7.6% | -9.8% | ? | -3.8%
COCCNC(=O)CSc1nc2cc3c(cc2c(=O)n1CCCCCC(=O)NCCc1ccc(OC)c(OC)c1)OCO3
 : / | / | / | 3.7% | -1.6% | -1.7% | 2.2% | -1.7%
